High-throughput results (PubChem)
M1 antag – human M1 muscarinic receptor antagonists, primary screen, CHO-K1 cells, Fluo-8 calcium fluorescence, 1536-well; inhibition, % at 3 µM; AID 588852, 2011; 360,000 tested, 1.3% active; Muscarinic acetylcholine receptor M1 (Homo sapiens), P11229; CHO-K1 hM1, ACh EC80 antagonist;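 active means percent inhibition above its own plate's cutoff, namely the mean of that plate's compound wells plus 3 SD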;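 further: peak over basal fluorescence ratio during 140 s after agonist addition; 0% = ACh EC80 plus DMSO and 100% = DMSO alone without agonist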
Target sequence (P11229 whole entry, looked up): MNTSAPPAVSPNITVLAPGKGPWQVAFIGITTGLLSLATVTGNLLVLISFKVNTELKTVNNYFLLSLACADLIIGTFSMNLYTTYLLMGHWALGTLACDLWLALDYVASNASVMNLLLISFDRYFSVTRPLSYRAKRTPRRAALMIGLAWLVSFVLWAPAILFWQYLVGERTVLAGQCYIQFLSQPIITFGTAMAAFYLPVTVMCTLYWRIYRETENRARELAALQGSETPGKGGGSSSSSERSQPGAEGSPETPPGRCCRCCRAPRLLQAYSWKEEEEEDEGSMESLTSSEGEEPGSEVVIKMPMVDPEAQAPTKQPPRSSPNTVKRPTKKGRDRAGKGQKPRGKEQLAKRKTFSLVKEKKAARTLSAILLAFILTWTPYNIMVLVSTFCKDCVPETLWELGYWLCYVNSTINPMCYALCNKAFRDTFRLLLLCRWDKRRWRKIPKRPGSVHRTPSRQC
CHRM1 agonist – human M1 muscarinic receptor agonists, primary screen, Fluo-8 calcium fluorescence, CHO-K1 cells, HTS; Muscarinic acetylcholine receptor M1 (Homo sapiens), P11229; CHO-K1 hM1, agonist mode; 0% DMSO, 100% acetylcholine EC100; activation, % at 3 µM; 360,000 tested, 0.33% active; AID 588814, 2011;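 active means activation above the run's mean compound activation plus 3 SD, cut at about 16% in these data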;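 further: peak over basal fluorescence ratio within a 140 s kinetic read after compound addition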
M1 PAM – human M1 muscarinic receptor positive allosteric modulators, primary screen, CHO-K1 cells, Fluo-8 calcium fluorescence, 1536-well | activation, % at 3 µM | Muscarinic acetylcholine receptor M1 (Homo sapiens), P11229 | 360,000 tested, 0.088% active | CHO-K1 hM1, ACh EC20; 0% = ACh EC20, 100% = maximal ACh; in the data active means activation above about 19%, passing the limit was not always enough
CHO parental Ca – ATP-evoked calcium signal inhibitors, parental CHO, primary screen, counter-screen for OX1R antagonist project, cell-based, fluorescence, Fluo-8 calcium dye. 330,000 tested, 0.63% active. AID 463079, 2010. inhibition, % at 5.6 µM. parental CHO-K1, ATP-induced calcium, Fluo-8 fluorescence;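 active means inhibition above that plate's mean sample inhibition plus 3 SD, cut at about 26% in these data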;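 further: 0% = ATP-challenged DMSO wells and 100% = DMSO wells without ATP; some compounds past the cut are filed as inactive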
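Assay system: untransfected parental CHO cell line. Also added: ATP agonist challenge. Dosing: one dose, 5.6 µM nominal. Measured by: Fluo-8 fluorescence. Read-out: % inhibition. Benchmarks: ATP wells versus no-ATP DMSO wells. Repeats: no replicates.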
TAAR1 antag – human TAAR1 antagonists, primary screen, Fluo-8 calcium fluorescence, CHO RD-HGA16 cells; antagonist; inhibition, % at 3 µM; 360,000 tested, 1.5% active; AID 624466, 2012;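 active means inhibition above a per-plate cutoff, the mean inhibition of test compounds on that plate plus 3 SD, cut at about 49% in these data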;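 further: 0% = DMSO plus EC80 beta-PEA response and 100% = DMSO alone without agonist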
Target sequence (Q96RJ0 whole entry, looked up): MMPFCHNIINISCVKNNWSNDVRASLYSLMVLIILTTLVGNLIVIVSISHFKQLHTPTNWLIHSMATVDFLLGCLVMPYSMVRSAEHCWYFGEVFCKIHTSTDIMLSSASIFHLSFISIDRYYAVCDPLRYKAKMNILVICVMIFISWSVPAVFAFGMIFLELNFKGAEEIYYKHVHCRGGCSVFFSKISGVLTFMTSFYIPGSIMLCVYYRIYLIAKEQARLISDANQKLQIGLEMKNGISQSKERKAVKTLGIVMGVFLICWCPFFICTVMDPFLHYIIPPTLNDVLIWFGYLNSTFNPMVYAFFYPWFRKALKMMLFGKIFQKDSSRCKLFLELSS
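Test system: RD-HGA16 CHO cells with stable hTAAR1 and Gα16 / Probe or stimulus: EC80 β-phenethylamine stimulus / Times: seeding 17-24 h prior, 75-min 37 °C, 30-min RT dye loading / Detection: Fluo-8 calcium-sensitive fluorescence / Read-out basis: % inhibition scaled between DMSO and EC80 PEA controls / Repeats: singlicate, one well per test compound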
CHO-K1 Ca PAM – nonselective calcium activators in parental CHO-K1 cells, primary screen, counter-screen for M1 PAM project, cell-based, Fluo-8 calcium fluorescence, full deck, 1536-well. ATP EC20; 0% at ATP EC20, 100% at ATP max. activation, % at 3 µM. 360,000 tested, 0.02% active. AID 602247, 2012;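 active means activation above the run cutoff, the mean activation of all test compounds plus 3 SD, cut at about 40% in these data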;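 further: peak over basal fluorescence ratio in a 140 s read after ATP addition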
TAAR1 agonist – human TAAR1 agonists, primary screen, Fluo-8 calcium fluorescence, CHO RD-HGA16 cells; vehicle wells 0%, saturating PEA agonist 100%; Trace amine-associated receptor 1 (Homo sapiens), Q96RJ0; activation, % at 3 µM; 360,000 tested, 0.99% active; AID 624467, 2012;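 active means activation above the mean activation of all test compounds in the run plus 3 SD, cut at about 38% in these data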
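System: CHO-derived RD-HGA16 cells with stable Gα16 and human TAAR1. Times: 17-24 h plating, Fluo-8 75 min 37 °C, 30 min RT. Measured by: calcium-sensitive Fluo-8 signal, excitation 470-495, emission 515-575 nm. Read-out basis: % activation relative to PEA EC100 response. Control set: DMSO and PEA EC100. Repeats: no replicates (n 1).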
M1 ag parental – counter-screen for M1 agonists: effect in parental CHO-K1 cells; 360,000 tested, 0.48% active; Fluo-8 calcium fluorescence; scaled to maximal ATP response, vehicle zero; activation, % at 3 µM; AID 602248, 2012; in the data active means activation above about 15%;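 further: untransfected CHO-K1 host cells lacking M1 receptor as counterscreen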
CHO-K1 Ca antag – M1 antagonist counterscreen hit in parental CHO-K1 cells | inhibition, % at 3 µM | ATP-induced calcium, Fluo-8 fluorescence | 360,000 tested, 0.6% active;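 active means inhibition above a per-plate cutoff, the plate's mean sample inhibition plus 3 SD, cut at about 24% in these data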;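 further: 0% = DMSO plus EC80 ATP and 100% = DMSO alone without ATP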
* hit, by the source's call; . = not tested or not shown. Hits appear at their usual frequency; any-hit rate near 4.4%.

SMILES	M1 antag	CHRM1 agonist	M1 PAM	CHO parental Ca	TAAR1 antag	CHO-K1 Ca PAM	TAAR1 agonist	M1 ag parental	CHO-K1 Ca antag
CCCn1c(O)c(N=NC(=O)CNC(=O)/C=C/c2ccc(OC)cc2)c2ccccc21	1.1	-5.6	0.6	-7.2	-15.3	13.1	-1.8	0.9	-2.3
COc1ccc(NCC(=O)N/N=C/C=C\c2ccccc2)cc1	-7.1	-1.0	10.8	-18.5	-4.1	14.0	30.3	0.3	-4.1
O=C(NCc1nc2ccccc2[nH]1)C1=C[C@H](c2ccc3c(c2)OCO3)C[C@H](OCCCCO)O1	-4.4	-5.5	7.0	-26.1	4.6	19.1	15.4	0.2	-11.3
CCOC(=O)N1CCN(C(=O)C2CCC(=O)N(Cc3ccc(Cl)cc3)C2)CC1 (stereo not given)	-11.5	-4.2	6.3	-17.6	-9.9	2.9	2.5	0.2	-6.0
CC(=O)C1=C(c2ccccc2)NC(=O)NC1c1ccc(O)c(Cl)c1 (stereo not given)	-13.9	-1.8	14.5	.	17.8	9.6	1.1	0.7	4.0
CNC(=O)COc1coc(CN2CCN(c3ccccc3)CC2)cc1=O	-0.2	-1.3	5.2	1.4	-24.1	-12.6	6.3	0.6	-13.7
CC(=O)Nc1cc(C(=O)NCc2ccco2)ccc1Sc1ccc(F)cc1	-1.5	-5.0	4.7	-3.8	-11.4	18.5	-0.2	0.5	1.7
NC(=O)C1CCCN(C(=O)c2ccc(-c3cccc(Cl)c3Cl)o2)C1 (stereo not given)	7.7	-2.6	-1.9	.	-6.4	7.5	3.6	1.1	0.0
Cc1ccc(C2(C(F)(F)F)N=C3Sc4cc(C)cc(C)c4N3C(=O)N2)cc1 (stereo not given)	19.0	-4.8	-1.2	3.0	5.5	9.8	-1.9	-0.9	-11.6
COc1ccc(Cn2c(=O)c3[nH]cnc3n(-c3ccc(C)cc3)c2=O)cc1	-1.7	-0.1	-0.8	-19.6	-5.8	9.6	3.0	2.4	-12.2
COc1ccccc1C(O)(C(=O)NN(C)c1ccccc1)c1ccccc1OC	-9.6	-4.0	8.0	-9.1	-16.2	16.0	0.4	0.4	-2.8
CC(C)C[C@@H](CSc1ccc(Br)cc1)N1CCN(CCc2ccccc2)CCC1=O	0.9	-6.9	-1.6	-37.7	11.1	9.8	3.0	0.3	-19.1
Cc1ccc(NC(=O)c2nc[nH]c2C(=O)NCc2ccccc2)cc1	-0.6	-1.0	4.3	-13.8	-6.4	13.9	4.1	-0.2	-4.6
CCCCN(C(=O)CSc1nnc(-c2ccccc2)n1C)c1c(N)n(Cc2ccccc2)c(=O)[nH]c1=O	-7.4	-9.2	12.9	-5.5	15.1	13.6	1.3	0.5	0.4
Cc1ccc(-c2noc(Cn3cc(S(=O)(=O)N4CCCC4)ccc3=O)n2)cc1	14.5	-4.4	-10.4	-18.3	-6.5	-16.5	1.6	3.0	-5.1
N#Cc1c(SCC(=O)O)nc(-c2ccccc2)c2c1CCCC2	-10.8	-2.0	8.4	-5.8	2.2	12.4	9.8	0.1	-12.7
CSC[C@H](NC(=O)Cc1c(C)c2cc3c(C)c(C)oc3cc2oc1=O)C(=O)N[C@@H](Cc1ccccc1)C(=O)O	-1.1	-3.5	4.0	10.3	.	-8.7	.	0.4	6.9
COC(=O)c1ccc2c(c1)c(C#Cc1ccccc1)c(-c1ccccc1)n2C	-9.8	-3.4	5.8	-16.2	-23.3	16.8	3.7	0.6	-13.1
Cc1ccc(NC(=O)CS(=O)CC(=O)N(c2ccccc2)C(C)C(=O)NC2CCCC2)cc1 (stereo not given)	-5.1	-4.0	-6.4	-36.0	-31.4	-10.2	6.4	-1.0	-16.8
CN1CCN(c2ccc(CNC(=O)C3(C)Cc4c(-c5ccccc5)ccnc4O3)cc2)CC1 (stereo not given)	12.2	-8.7	-10.3	.	3.0	7.9	5.5	5.7	7.9
CSCCC(NC(=O)c1ccccc1Br)C(=O)NCC(C)(C)N1CCOCC1 (stereo not given)	-3.8	-3.6	1.5	-5.9	0.4	-3.4	-0.1	0.3	1.0
CCCCn1c(SCC(=O)NCc2ccco2)nc2cc(S(N)(=O)=O)ccc21	-7.5	-4.8	0.2	-17.2	10.6	13.9	7.6	-0.1	-7.2
CC(=O)c1cc(NC(=O)c2ccc(C)cc2)c(=O)oc1/C=C/N(C)C	-8.2	2.7	4.0	-15.4	-3.5	10.6	14.7	1.2	3.6
O=C(/C=C/c1ccccc1)c1ccc2c(c1)OCO2	-4.2	-2.0	16.9	-21.1	-19.8	16.3	0.9	0.5	-3.7
COc1ccc(C(=O)NNC(=O)c2snnc2C)cc1	-13.9	-2.6	5.8	2.1	-22.6	-16.9	1.8	-0.2	7.0
Following part
SMILES	M1 antag	CHRM1 agonist	M1 PAM	CHO parental Ca	TAAR1 antag	CHO-K1 Ca PAM	TAAR1 agonist	M1 ag parental	CHO-K1 Ca antag
Cc1cc(NC(=O)CSc2n[nH]c(-c3ccccc3Br)n2)no1	-9.4	-3.2	10.0	-5.3	-12.3	18.4	3.6	-0.1	-13.5
Nc1ncnc(Nc2c(F)cccc2F)n1	-4.1	-2.8	2.5	-3.0	-8.8	22.2	0.6	2.1	-6.1
O=C(c1ccc(NS(=O)(=O)c2cccs2)cc1)N1CCOCC1	-21.7	-1.1	14.6	7.8	-14.4	14.0	3.5	1.4	-4.0
CC(C)(C)OC(=O)N1CCN(C(=O)c2[nH]cnc2C(=O)NCc2ccccc2)CC1	1.0	-1.3	1.0	-7.7	5.2	5.6	2.1	-0.1	7.9
Cc1ccc(Cl)cc1N1CCN(C(=O)c2cccc3c(=O)c(C)c(-c4ccccc4)oc23)CC1	-7.0	-10.3	5.9	.	15.2	-3.5	78.0*	-0.2	12.3
COc1ccc(C(CNC(=O)C(C)c2ccc3cc(OC)ccc3c2)N(C)C)cc1 (stereo not given)	13.8	-11.3	-16.0	-8.6	-1.5	7.3	2.3	1.6	-6.9
COc1ccc(S(=O)(=O)N2CCC(C(=O)N[C@@H](C)C(=O)N3CCCC3)CC2)cc1	-6.3	-5.3	3.5	.	-11.2	-15.8	2.8	-0.5	-2.4
COc1ccc2[nH]c(N=Nc3ccccc3C)c(O)c2c1	0.2	-1.7	3.2	-7.8	-31.0	-3.1	3.2	-0.3	6.0
CC(C)(C)n1ncc2c(=O)n(CC(=O)NCc3ccccc3Cl)cnc21	7.7	-3.2	-3.0	-13.7	5.7	-2.5	13.6	0.1	7.3
CN(C)c1nc(Nn2cnnc2)nc(N(C)C)n1	9.9	-0.8	8.6	-11.7	-18.6	-1.9	3.1	0.5	-11.0
CC(C)OC(=O)CC1C(=O)NCCN1C(=S)NC(=O)c1cccs1 (stereo not given)	6.6	-2.8	-2.9	10.6	-1.7	-1.1	7.7	0.3	-0.6
O=C(NCC(c1ccco1)N1CCCCC1)C(c1ccccc1)c1ccccc1 (stereo not given)	77.9*	-7.8	-24.5	-21.9	-34.6	4.7	3.1	0.1	-10.5
NC(=O)NC(c1ccccc1)c1cccc2ccccc12 (stereo not given)	-26.1	-5.8	8.0	-11.3	-0.2	6.5	11.4	-0.4	-14.3
CCOC(=O)c1cc(CC)sc1NC(=O)Cc1ccsc1	-9.4	-4.8	-1.2	-3.8	-4.4	-5.4	-3.4	-0.9	8.9
CCOC(=O)N1CCC(N2CCCC(C(=O)c3cccc(OC)c3)C2)CC1 (stereo not given)	53.9*	-7.3	-21.1	-14.1	-12.2	-0.3	11.9	0.7	-5.4
CCOC(=O)Cc1csc(SCC(=O)NC2CCCC(C)C2C)n1 (stereo not given)	-8.2	-11.7	8.9	-9.4	-5.9	28.1	4.2	0.9	-8.7
CSc1ccccc1C(=O)Nc1cccc(C)c1	0.5	-4.6	0.8	-9.5	-1.5	18.2	0.7	4.4	5.2
Cc1cc(C)c2sc(N(CCCN(C)C)C(=O)c3ccc(S(=O)(=O)N4CCCc5ccccc54)cc3)nc2c1	5.4	-5.4	-0.8	-5.7	35.6	-1.1	27.0	10.2	10.6
CCCc1nnc(NC(=O)CC(C)c2ccccc2)s1 (stereo not given)	-14.1	-5.1	5.5	-33.5	-39.9	17.2	4.9	0.0	-8.6
O=C(CSc1ccc2nnc(-c3ccccn3)n2n1)NCc1ccc2c(c1)OCO2	-14.7	-2.9	7.7	-5.7	0.6	8.5	0.2	-0.1	-2.6
COc1ccc(C(=O)c2c[nH]c(C(=O)NCCCN3CCOCC3)c2)cc1	-6.5	-3.1	5.0	-11.4	0.2	12.9	5.5	0.4	-17.9
CN1CCN(c2ccc(S(=O)(=O)N3CCOCC3)cc2)CC1	-6.5	-5.4	6.2	2.3	-16.1	1.2	1.0	0.2	-1.6
COc1cc(NC(=O)CCS(=O)(=O)c2ccc3c(c2)oc(=O)n3C)cc(OC)c1	-2.4	-1.9	3.2	-7.2	-4.9	8.7	4.9	1.1	-15.4
Cc1c(Nc2ccc(C=O)cc2)c(=O)n(-c2ccccc2)n1C	-0.7	-7.1	14.6	3.1	-6.1	-9.8	4.5	-0.3	14.6
O=c1c(-c2ccc(Oc3ccccc3)cc2)[n+]([O-])c2ccccc2n1OCc1ccccn1	-2.5	-4.0	6.7	-17.8	-1.4	22.5	0.0	0.2	-5.1
COc1ccc(/C(C)=N/NC(=O)CNC(=O)c2cccnc2)cc1OC	2.6	-0.8	5.5	-8.6	-17.3	-7.5	2.9	-0.2	-11.7
CC(C)CC(=O)NNC(=O)c1ccc(Cl)cc1	8.7	-0.4	7.8	1.8	5.0	-3.4	0.9	-0.4	10.9
COc1ccc(N(C(=O)c2ccco2)C(C(=O)NC2CCCC2)c2ccc(N(C)C)cc2)cc1OC (stereo not given)	-9.7	-1.1	7.5	-5.7	-6.6	18.8	7.8	0.2	-4.2
CCCCCCn1nc(C(=O)OCC(=O)NC2CCS(=O)(=O)C2)c2ccccc2c1=O (stereo not given)	0.0	-6.6	-2.3	0.8	-8.8	3.6	2.9	1.3	-3.8
OC(COc1ccc(Br)cc1)CN1CCCC1 (stereo not given)	-12.0	-3.8	15.0	30.1	-19.8	13.6	2.3	0.0	-2.6

Individual results from the list.
TAAR1 antag with CN1CCN(c2ccc(S(=O)(=O)N3CCOCC3)cc2)CC1 → -16.1
TAAR1 antag with COc1ccc(/C(C)=N/NC(=O)CNC(=O)c2cccnc2)cc1OC → -17.3
